Screens deposited in PubChem BioAssay by National Center for Advancing Translational Sciences (NCATS).
S3 lipid droplet: qHTS Assay for Lipid Storage Modulators in Drosophila S3 Cells; Drosophila S3 cells, BODIPY lipid droplet fluorescence, 18-24 h; cells fed with added oleic acid; Potency in µM for hits, for the others lipid storage change, negative = inhibition, % at the top dose, mostly 46.1 µM; 0.64% of 320,000 active; AID 2685; active = well fitted inhibition curve with a large enough effect in the signal ratio, with a control signal flat, not every such curve was filed as active; inconclusive = small, poorly fitted or top-dose-only effect, or effect the other way, or a change in a side signal; the % refers to the signal ratio
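Laser-scanning cytometry quantifies lipid droplet accumulation (500–530 nm total intensity; droplet/cell object ratio) in oleic acid-fed (400 uM added) Drosophila S3 cells treated with a concentration series. 20 uM Triacsin C defined 100% inhibition.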
S3 lipid droplet cell count max: second read-out of S3 lipid droplet, no call of its own (marks repeat the call); cell number change, %; measured here: cell count max response;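 cells counted by Cell Tracker Red CMTPX staining in the red channel; peak over a dose series mostly up to 46.1 µM; percent activity relative to internal control wells on each plate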
Active calls of the source: *; i = inactive; ? = inconclusive; / = no result given. % is scaled to controls: 0 for no effect and ±100 for the full control effect; potency is read from the fitted curve at half-maximal effect.

SMILES,S3 lipid droplet,S3 lipid droplet cell count max
COc1ccc(/C=C2\SC(=S)N(CCC(=O)Nc3cccc(C(=O)O)c3)C2=O)cc1OC,i,/
Cc1cccc(OCCC(=O)NCC(c2ccccc2)N(C)C)c1 (stereo unspecified),?,/
Cc1ccc(S(=O)(=O)N2CCOCC2)cc1C(=O)OCC(=O)NC1CC1,?,/
CCS(=O)(=O)N1CCN(Cc2ccc([N+](=O)[O-])cc2)CC1,?,/
Nc1nc(SCC(=O)NCc2ccco2)[nH]c(=O)c1-c1ccccc1,?,/
CSC1=C(C#N)C(c2ccccc2C)C(C#N)=C(N)N1 (stereo unspecified),11%,-12
COc1ccc(C2(C(=O)NCCN3CCOCC3)CCOCC2)cc1,?,/
CCC(O)CNc1nc(-n2nc(C)cc2C)nc2sc3c(c12)CC(C)(C)OC3 (stereo unspecified),?,/
COCCNC(=O)Cn1cnc2c1c(=O)n(C)c(=O)n2C,?,/
C[C@H](NC(=O)[C@H]1N2C(=O)c3ccccc3C2SC1(C)C)C(=O)N1CCC[C@H]1C(=O)O (stereo partly specified),27%,/
CC1Sc2ccc(S(=O)(=O)CCC(=O)N3CCN(c4ccccc4)CC3)cc2NC1=O (stereo unspecified),?,/
CC1=C(C(=O)OC2CCCCC2)C(c2ccc(C)o2)C2=C(CC(C)(C)CC2=O)N1 (stereo unspecified),i,/
O=C(NNC(=S)Nc1ccc(Cl)cc1Cl)C1CC1,16%,19
O=C(Nc1ccc2c(c1)OCCO2)C1CCN(C(=O)c2ccc(F)cc2)CC1,?,/
O=C(O)C(Cc1ccccc1-c1ccccc1)C(=O)O,?,/
CN(C)c1cnn(-c2ccccc2)c(=O)c1Cl,?,/

6 records drawn at random from the list so far, as already listed:
SMILES,S3 lipid droplet,S3 lipid droplet cell count max
O=C(NNC(=S)Nc1ccc(Cl)cc1Cl)C1CC1,16%,19
O=C(Nc1ccc2c(c1)OCCO2)C1CCN(C(=O)c2ccc(F)cc2)CC1,?,/
CC1Sc2ccc(S(=O)(=O)CCC(=O)N3CCN(c4ccccc4)CC3)cc2NC1=O (stereo unspecified),?,/
CN(C)c1cnn(-c2ccccc2)c(=O)c1Cl,?,/
C[C@H](NC(=O)[C@H]1N2C(=O)c3ccccc3C2SC1(C)C)C(=O)N1CCC[C@H]1C(=O)O (stereo partly specified),27%,/
CC1=C(C(=O)OC2CCCCC2)C(c2ccc(C)o2)C2=C(CC(C)(C)CC2=O)N1 (stereo unspecified),i,/

Next section
SMILES,S3 lipid droplet,S3 lipid droplet cell count max
Cc1ccc(CNC(=O)CS(=O)Cc2nc(-c3ccccc3Cl)oc2C)cc1 (stereo unspecified),0%,-9
O=C(O)/C=C\C(=O)Nc1ccc(N2CCN(c3ccc(Cl)cc3)CC2)cc1,13%,5
COc1ccc(S(=O)(=O)N2CCCC(C(=O)NCc3ccco3)C2)cc1Cl (stereo unspecified),?,/
CCC(=O)N(c1nnc(SCC(=O)NN2C(=O)NC3(CCCCC3)C2=O)s1)C1CC1,i,1
CNC(=O)C(=O)NCC1OCCN1S(=O)(=O)c1ccc([N+](=O)[O-])cc1 (stereo unspecified),-9%,-3
Cc1ccc(-c2n[nH]c(=S)n2C)cc1Cl,-1%,25
O=C1CC(NNc2ccccc2)C(=O)N1c1cccc(Cl)c1 (stereo unspecified),3%,15
Cc1ccc(-n2c(-c3ccccc3)nnc2-c2cccs2)cc1,7%,3
Cc1ccc(S(=O)(=O)CCc2nnc(NC(=O)C3CCCO3)s2)cc1 (stereo unspecified),i,/
COc1ccc(CNc2oc(COc3ccc(Cl)cc3)nc2C#N)cc1,-17%,-19
CC(C)c1cc(C(=O)NNC(=S)NCc2ccco2)c(O)c(C(C)C)c1,?,/
Cc1nc(N2CCOCC2)nc(N2CCCCC2)c1[N+](=O)[O-],?,/
O=C(c1ccc2c(=O)n(Cc3ccco3)c(=S)[nH]c2c1)N1CCN(Cc2ccccc2)CC1,?,/
COc1ccc(C2CCCN2C(=S)Nc2ccc(C)c(C)c2)cc1OC (stereo unspecified),?,/
C/C(=N\NC(=S)NC(C)C)c1ccc(Cl)c([N+](=O)[O-])c1,4%,-1
CNC(=S)Nc1cc(OC)ccc1OC,?,/
N#Cc1c(NCCCO)nc(-c2ccco2)c2c1CCCC2,?,/
O=C(COC(=O)Cc1ccsc1)NCC12CC3CC(CC(C3)C1)C2,?,/
CCN(CC)CCn1c(NS(=O)(=O)c2ccc(C)cc2)nc2ccccc21,?,/
O=c1[nH]c(CSc2ncc(C(F)(F)F)cc2Cl)nc2ccccc12,?,/
CNc1oc(-c2ccc(OCc3ccccc3)cc2)nc1C#N,?,/
CC1(C)CN=C(N2CCN(C3=NCC(C)(C)S3)CC2)S1,?,/
COc1ccc2cc(CN(CC3COCCO3)S(=O)(=O)c3c(C)cc(C)cc3C)c(=O)[nH]c2c1 (stereo unspecified),?,/
O=C(N/N=C1\CCc2ccccc21)c1ccncc1,27%,17
COC(=O)[C@@H](NC(=O)Nc1ccc(OC)cc1)C(C)C,i,-12
COc1ccc(CC(=O)Nc2c3c(nn2-c2cccc(Cl)c2)CS(=O)(=O)C3)cc1,?,/
COc1ccc(O)c(-c2[nH]ncc2C(=O)c2cccc(C)c2)c1,?,/
Nc1ccccc1SCC(=O)Nc1cccc2ccccc12,i,-16
Cc1c(C(=O)NCc2ccccn2)sc2nc(-c3ccc(F)cc3)cn12,?,/
COc1ccccc1C(=O)Nc1ccnn1C1CCN(Cc2csc(C(C)=O)c2)CC1,i,12
COc1ccc(N(C(=O)c2ccco2)S(=O)(=O)c2cccc([N+](=O)[O-])c2)cc1,?,/
OCCCN1CCN(CCOc2ccccc2-c2ccccc2)CC1,?,/
CCn1c2ccccc2c2cc(/C=N/NC(=O)c3ccncc3)ccc21,-2%,6
CC1=C(n2nnc3ccccc32)C(c2ccccc2)C(C#N)=C(N)O1 (stereo unspecified),21%,7
CNC(=O)c1[nH]cnc1C(=O)N[C@@H](Cc1ccccc1)C(=O)OC(C)(C)C,i,/
CC(C)CC(=O)CN1C(=O)C2(OCCO2)c2ccccc21,?,/
Cc1cccc2cc(C#N)c(SCC(=O)NNC(=O)Cc3ccccc3)nc12,-13%,20
CC(Sc1nnc(-c2ccc(O)cc2)o1)C(=O)Nc1cccc2ccccc12 (stereo unspecified),?,/
O=C(N/N=C\c1c(O)ccc2ccccc12)c1cncc(Br)c1,?,/
CCOCCn1c(CC)nc2ccccc21,20%,-11
CCOc1nc(-c2ccccc2)c2cc(Br)ccc2n1,7%,9
CCOC(=O)c1sc(Nc2nc(C)cc(OC)n2)nc1C,?,/
CCOC(=O)c1sc2ncnc(N3CCN(C)CC3)c2c1C,?,/
C=CCn1c2ccccc2c2nnc(SC(CC)C(=O)Nc3nc(C)c(C(=O)OCC)s3)nc21 (stereo unspecified),-1%,-11
COc1ccc2cc(C(=O)C3CCCN(C(=O)c4cnn(C(C)C)c4)C3)ccc2c1 (stereo unspecified),?,/
Clc1ccc(Sc2oc(/C=N/n3cnnc3)cc2Br)cc1,?,/
Cc1cccc(NC(=O)c2cc(S(=O)(=O)NCc3ccco3)ccc2F)c1C,?,/
C#CCCOC(=O)N1C2=NC(C(=O)OC)=C(C(=O)OC)[C@@H]3N(Cc4ccccc4)c4ccccc4[C@]23C[C@H]1C(=O)OC,-15%,-11
CCOc1ccccc1NC(=O)COC(=O)c1c[nH]c2ccccc12,?,/
CC(=O)c1cccc(NC(=O)[C@@H](NC(N)=O)C(C)C)c1,?,/
COc1ccc(/C=C(\C#N)C(=O)Nc2ccccn2)cc1,4%,1
COc1ccc([N+](=O)[O-])cc1NS(=O)(=O)c1cccc(C(=O)O)c1,?,/
CCOC(=O)N1CCN(C(c2ccc(F)cc2)c2sc3nc(C)nn3c2O)CC1 (stereo unspecified),?,/
COCCNC(=O)CC(=O)N/N=C/c1ccc(C(=O)OC)cc1,i,/
CCC(=O)Nc1ccc(C(=O)CN2CCC(C)CC2)cc1,0%,2
Cc1nn(Cc2n[nH]c(=S)n2Cc2ccccc2)c(C)c1Cl,?,/

More records follow.
SMILES,S3 lipid droplet,S3 lipid droplet cell count max
CC1CC(C)CN(CC(=O)NC(c2ccccc2)c2ccccc2)C1 (stereo unspecified),?,/
CNC(=S)NNC(=O)c1cccn(Cc2ccc(Cl)c(Cl)c2)c1=O,-22%,14
CC(=O)Nc1ccc(NC(=O)C(C)OC(=O)c2ccccc2Sc2ccccc2C#N)cc1 (stereo unspecified),20%,6
C=CCNc1nc2ccccc2nc1NS(=O)(=O)c1ccc(Br)cc1,18%,-5
COc1ccc(Br)cc1CNC(=O)CCN1C(=O)COc2ccccc21,?,/
COc1ccc(-c2csc(N3N=C(C)C(C)C3=O)n2)cc1 (stereo unspecified),?,/
CSc1cccc(-n2c(C)cc(C(N)=O)c2C)c1,?,/
COc1cccc(NC(=O)N2C3CCCC2CC(NC(=O)C2CC2)C3)c1 (stereo unspecified),i,1
O=C(CCCOc1ccc(Cl)cc1Cl)N/N=C\C1CCCCC1,?,/
O=C(O)CCCN1C(=O)c2cccc3cccc(c23)C1=O,?,/
CC(=O)c1ccc(N2Cc3ccccc3C3(CCOCC3)C2=N)cc1,?,/
CCN1CC(CN(C)Cc2nc(Cc3ccccc3)no2)CC1=O (stereo unspecified),?,/
Cc1nn(-c2ccccc2)c2c1C1(C(=O)Nc3ccccc31)N1C(=N2)Sc2ccccc21 (stereo unspecified),?,/
COc1ccc(S(=O)(=O)Nc2ccc(S(=O)(=O)N3CCCCC3)cc2)cc1,?,/
CNC(=O)/C(=C\C=C\c1ccccc1)NC(=O)c1ccc([N+](=O)[O-])cc1,?,/
Cc1onc(-c2c(F)cccc2Cl)c1C(=O)NCc1ccco1,?,/
COc1ccc(CNC(=O)CCS(=O)(=O)c2ccc(Br)cc2)cc1,?,/
C=CCn1c(SC(C)C#N)nc2sc(CC)cc2c1=O (stereo unspecified),-13%,-7
COc1ccc(NC(=O)Cn2cnc3sc(C)c(S(=O)(=O)N4CCN(C)CC4)c3c2=O)cc1OC,?,/
Cc1cccc(C)c1NC(=O)CN1CCN(CC(=O)NCC2(N3CCCCC3)CCCCC2)CC1,?,/
CC(C)C[C@H](NC(=O)c1nc[nH]c1C(=O)NCC(=O)OC(C)(C)C)C(=O)OCc1ccccc1,14%,-1
C[C@H](c1ccccc1)n1nnc(COCc2ccccc2)c1C#CCOCc1ccccc1,5%,-1
Cc1ccc(CNc2ccc(Cl)cc2[N+](=O)[O-])cc1,?,/
Cc1ccc(O)c(C(=O)c2cc(C#N)c(=O)n(C(C)c3ccccc3)c2)c1 (stereo unspecified),?,/
CCCCOC(=O)Sc1nc2ccccc2o1,?,/
Oc1ccccc1/C=N/Nc1cccc2cccnc12,-7%,-10
COC(=O)[C@H](Cc1ccccc1)N(C)S(=O)(=O)c1cccc(S(=O)(=O)N(C)[C@@H](Cc2ccccc2)C(=O)OC)c1,?,/
COc1cc(NC(=O)CSc2nc3ccccc3cc2Cc2ccccc2)cc(OC)c1,0%,2
CC(=O)NCCc1nc2ccccc2n1CCOc1ccccc1,7%,18
COc1ccc(C(=O)NCC2CCCCC2)cc1S(=O)(=O)N1CCCC1,?,/
COc1ccc(S(=O)(=O)N2CCOCC2)cc1C(=O)N1CCCC1,3%,19
Cc1ccc(-c2nc3c4ccccc4ccn3c2CN2CCCCC2)cc1,?,/
O=C(Cn1nc(-c2ccccc2)c2ccccc2c1=O)Nc1ccc(O)cc1,16%,3
COCC(C)OC(=O)c1c(N)n(-c2ccc(OC)c(OC)c2)c2nc3ccccc3nc12 (stereo unspecified),?,/
O=C(/C=C/Sc1ncn[nH]1)c1ccc(Cl)cc1,?,/
CC(=O)C1=C(O)C(=O)N(c2ccc(C(=O)O)cc2)C1c1ccc([N+](=O)[O-])cc1 (stereo unspecified),i,14
Cc1nc(NCCc2ccccc2)sc1C(=O)N(C)C,?,/
O=C(c1ccc(OC2CCN(Cc3cccc(F)c3)CC2)cc1)N1CCCCC1,?,/
CCC(=O)Nc1nc(C)c(C(=O)N2CCCCC2)s1,18%,11
Cc1ccc(NC(=O)CN2CCN(CCN=CC3=C(O)CC(C)(C)CC3=O)CC2)cc1,?,/
O=C(O)c1ccc(Oc2ccccc2)o1,-4%,-4
Cc1cc(NC(=O)CC(C)(C)C)nc2c1c(=O)oc1ccccc12,4%,0
COc1ccc(N2CCN(S(=O)(=O)CCNC(=O)C3CC(=O)N(c4ccccc4)C3)CC2)cc1 (stereo unspecified),i,1
CC1CCCN(c2nc3c(c(=O)[nH]c(=O)n3C)n2Cc2ccccc2Cl)C1 (stereo unspecified),i,/
Cc1ccc(NC(=O)c2ccc3ccccc3n2)cc1S(=O)(=O)N(C)C,?,/
COc1ccc(NCc2nnc(SCC(=O)N3CCCc4ccccc43)o2)cc1,?,/
Cc1ccccc1NC(=O)c1c(C)[nH]c(=S)c(C#N)c1-c1ccc(Cl)cc1,?,/

Only part of the results is shown; count on the stated rates, not on these rows.
